# Compound activity deposited in PubChem BioAssay by several laboratories.
# AGP1-GFP MLPCN = yeast TOR pathway AGP1-GFP modulation; S. cerevisiae AGP1-GFP multiplex flow cytometry, 3 h; GFP as percent of DMSO wells; GFP response vs DMSO, % at 10 µM; hit rate 0.02% among 320,000;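 active = GFP response relative to DMSO above a set limit, near screen average plus 3 SD, cut at about 150% in these data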;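 also: median GFP channel fluorescence of the gated AGP1 strain per well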
# MEP2 TOR yeast = modulators of TOR pathway MEP2-GFP in S. cerevisiae; AID 2016; hit rate 0.51% among 330,000; GFP response vs DMSO, % at 10 µM; S. cerevisiae MEP2-GFP strain, flow cytometry GFP, 3 h; 100% = DMSO control level;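 active = GFP response versus DMSO above a set limit, roughly screen mean plus 3 SD, cut at about 180% in these data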;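 also: median GFP fluorescence of the barcode-gated MEP2-GFP cells per well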
# CIT2 TOR yeast = alters CIT2-GFP fluorescence in TOR pathway yeast screen. GFP response vs DMSO, % at 10 µM. AID 2029. S. cerevisiae CIT2-GFP strain, flow cytometry, 3 h; 100 means same as DMSO wells. hit rate 0.065% among 320,000;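 active = GFP response relative to DMSO above a set limit, near the screen mean plus 3 SD, cut at about 150% in these data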;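 also: ratio of well median GFP fluorescence to mean of DMSO wells on the plate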
# AHR activator = activators of human aryl hydrocarbon receptor | P35869 | AHR-responsive luciferase reporter cells, luminescence | activation, % at 5 µM | hit rate 2.5% among 320,000 | AID 2796; in the data active = activation above about 47%;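 also: 0% = vehicle wells and 100% = reference agonist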
# Target sequence (P35869 whole entry, looked up): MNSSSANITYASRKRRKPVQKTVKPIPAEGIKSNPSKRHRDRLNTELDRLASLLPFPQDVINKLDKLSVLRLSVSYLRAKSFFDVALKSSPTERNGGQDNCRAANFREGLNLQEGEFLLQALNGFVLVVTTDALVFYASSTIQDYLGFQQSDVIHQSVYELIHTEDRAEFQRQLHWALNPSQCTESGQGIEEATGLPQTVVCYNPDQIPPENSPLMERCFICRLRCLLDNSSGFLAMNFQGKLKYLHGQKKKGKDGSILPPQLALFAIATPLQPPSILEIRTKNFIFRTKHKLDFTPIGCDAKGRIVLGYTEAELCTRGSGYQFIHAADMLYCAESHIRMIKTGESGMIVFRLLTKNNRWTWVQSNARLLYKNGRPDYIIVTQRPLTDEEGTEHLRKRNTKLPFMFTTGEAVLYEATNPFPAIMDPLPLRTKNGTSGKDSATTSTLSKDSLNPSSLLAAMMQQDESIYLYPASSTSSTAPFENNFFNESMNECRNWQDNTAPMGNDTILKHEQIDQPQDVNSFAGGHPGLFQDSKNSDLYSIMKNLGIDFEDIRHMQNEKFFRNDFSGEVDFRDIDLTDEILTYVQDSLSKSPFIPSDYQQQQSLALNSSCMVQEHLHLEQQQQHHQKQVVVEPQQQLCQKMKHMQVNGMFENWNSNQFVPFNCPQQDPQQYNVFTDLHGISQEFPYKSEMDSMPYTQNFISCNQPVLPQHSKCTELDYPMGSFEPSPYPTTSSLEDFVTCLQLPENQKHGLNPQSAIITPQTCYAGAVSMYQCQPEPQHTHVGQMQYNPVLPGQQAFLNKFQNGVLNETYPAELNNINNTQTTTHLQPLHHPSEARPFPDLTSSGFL
# LAP4 TOR yeast = alters LAP4-GFP fluorescence in TOR pathway yeast screen; GFP response vs DMSO, % at 10 µM; S. cerevisiae LAP4-GFP multiplex, flow cytometry GFP, 3 h; median GFP as percent of DMSO wells; hit rate 0.34% among 320,000;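 active = GFP response vs DMSO above a set limit, about the screen mean plus 3 SD, cut at about 150% in these data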
# Efflux pump inh = blocks antifungal efflux pumps in multiplex yeast assay | hit rate 0.44% among 330,000 | AID 485275 | inhibition, % at 10 µM | S. cerevisiae Candida pump triplex, Nile Red efflux;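 active = plate passing quality check with inhibition over a set limit, or well fluorescence over plate mean plus 4 SD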;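 also: Nile Red retained in pooled yeast measured as flow cytometry median fluorescence; 0% = buffer negative control and 100% = Enniatin B positive control; higher means more Nile Red kept so more efflux inhibition; some compounds called inactive have numbers as strong as hits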
# CR mimetic SO = lowers age-related superoxide in aged yeast cells | S. cerevisiae aged cells, superoxide DHE fluorescence; stronger effect = lower value | superoxide response (% of plate mean), % at 10 µM | hit rate 0.18% among 330,000 | AID 2690;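 active = superoxide response under a set limit, about three screen SD below normal, cut at about 65% in these data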;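 also: yeast aged for seven days with compound at 30 °C before DHE staining; 100% = average MFI of all compound-treated wells on the plate with controls excluded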
# RPL19A TOR yeast = alters RPL19A-GFP fluorescence in TOR pathway yeast screen; S. cerevisiae RPL19A-GFP strain, flow cytometry, 3 h; stronger effect = lower value; percent response vs DMSO, % at 10 µM; hit rate 0.3% among 330,000; AID 2025;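 active = percent response vs DMSO below 50%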;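 also: median channel GFP fluorescence of the barcoded RPL19A-GFP strain; ratio of sample median GFP to plate DMSO average so 100% = DMSO; lower means less RPL19A-GFP as with rapamycin TOR inhibition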
# * marks the source's active call; other numbers are inactive results; x = not tested or not shown.
1: CCCOc1ccc(NC(=O)CC2C(=O)N(C)C(=S)N2Cc2cccs2)cc1 (configuration not stated)
2: CCCCCCNC1=NCCS1
3: COC(=O)c1cc(S(=O)(=O)NCc2ccccc2)c[nH]1
4: Cc1cc2cc(CNS(=O)(=O)c3ccccc3)ccc2n1C
5: Cc1ccc(S(=O)(=O)Oc2ccccc2/C=N/Nc2ccc(C(=O)O)cc2)cc1
6: O=C(COC(=O)c1cccs1)NCCC1=CCCCC1
7: CC(C)N1C(=O)c2ccccc2C1C(=O)NCCc1ccccc1 (configuration not stated)
8: COc1cc(/C=N/OCC(=O)NC2CCCCC2)ccc1OCc1ccccc1
9: CC(C)CCNC(=O)c1onc(CSc2ccc(F)c(F)c2)c1C(=O)NCCC(C)C
10: CCOc1ccccc1NC(=O)NCCN1CCCCC1

Screen / compound no.	1	2	3	4	5	6	7	8	9	10
AGP1-GFP MLPCN	x	95	103	85	103	102	100	99	97	100
MEP2 TOR yeast	86	105	102	91	105	104	97	115	102	102
CIT2 TOR yeast	92	98	103	79	90	96	94	98	88	97
AHR activator	2	4	-1	2	0	1	6	5	-2	0
LAP4 TOR yeast	93	96	95	89	114	101	105	99	96	101
Efflux pump inh	-0.4	0.1	0.0	0.5	-0.2	-0.1	0.2	-0.3	0.1	0.0
CR mimetic SO	102	110	92	120	86	109	90	110	101	94
RPL19A TOR yeast	91	94	100	89	102	99	100	104	99	98

# 3 entries already listed, sorted by formula weight, descending:
1: CCCOc1ccc(NC(=O)CC2C(=O)N(C)C(=S)N2Cc2cccs2)cc1 (configuration not stated)
7: CC(C)N1C(=O)c2ccccc2C1C(=O)NCCc1ccccc1 (configuration not stated)
10: CCOc1ccccc1NC(=O)NCCN1CCCCC1

Screen / compound no.	1	7	10
AGP1-GFP MLPCN	x	100	100
MEP2 TOR yeast	86	97	102
CIT2 TOR yeast	92	94	97
AHR activator	2	6	0
LAP4 TOR yeast	93	105	101
Efflux pump inh	-0.4	0.2	0.0
CR mimetic SO	102	90	94
RPL19A TOR yeast	91	100	98

# Additional structures follow:
11: O=C(CN1CCN(c2ccc(O)cc2)CC1)Nc1ccc(SC(F)F)cc1
12: Cc1nnc(SCC2CCCO2)n1-c1ccccc1 (configuration not stated)
13: N#Cc1ccccc1COC(=O)c1cccnc1N
14: CCCCNC(=O)CCCn1c(=S)[nH]c2cc3c(cc2c1=O)OCO3
15: Cc1ccc(NC2=C(Cl)C(=O)OC2OC(=O)c2ccco2)cc1 (configuration not stated)
16: CCCCOC(=O)Cn1c(-c2ccccc2)nc2ccccc2c1=O
17: CC[C@@]1(C(=O)OC)N[C@H](CN(C)C(=O)Nc2ccc(F)cc2)[C@@H]2C(=O)N(Cc3ccccc3)C(=O)[C@@H]21
18: CCOc1ccc2[nH]c(SCC(=O)OC)c([N+](=O)[O-])c2c1
19: COc1ccc(/C=C/C(=O)Nc2sc3c(c2C(=O)NCc2cccnc2)CCCC3)cc1
20: CCOC(=O)c1c(NC(=O)C2CCN(S(=O)(=O)c3ccc(Cl)cc3)CC2)sc2c1CCCC2

Screen / compound no.	11	12	13	14	15	16	17	18	19	20
AGP1-GFP MLPCN	104	96	92	106	102	106	101	93	101	103
MEP2 TOR yeast	107	100	91	102	105	102	97	107	105	102
CIT2 TOR yeast	105	95	88	76	97	104	99	94	100	101
AHR activator	3	2	-2	31	-4	3	-1	1	0	3
LAP4 TOR yeast	101	102	109	93	106	101	94	94	110	93
Efflux pump inh	-0.2	0.2	0.0	0.1	0.0	-0.1	-0.1	-0.1	0.3	0.3
CR mimetic SO	95	104	97	98	116	88	84	104	115	94
RPL19A TOR yeast	107	102	93	92	96	100	101	102	103	99

21: CCOC(=O)c1ccc(-n2c(C)nc3ccccc3c2=O)cc1
22: CCc1ccc(NC(=O)CCc2c(C)nn(-c3ccc(N4CCOCC4)nn3)c2C)cc1
23: Cc1ccc(N(CCC(=O)O)S(=O)(=O)c2cccc(C(F)(F)F)c2)cc1
24: Cc1ccccc1OCCC(=O)OCC(=O)N1CCN(S(=O)(=O)c2ccc(Cl)cc2)CC1
25: C/C(=N\NC(=O)c1ccc(=O)[nH]n1)c1cccnc1
26: Cc1ccc(C)c(N(C(=O)CNC(=O)c2ccco2)C(C(=O)NCC2CCCO2)c2ccccc2)c1 (configuration not stated)
27: O=C(O)C1CN(c2ncccc2[N+](=O)[O-])C1
28: O=C(Cc1cccs1)N1CCN(S(=O)(=O)c2ccc(Cl)c(C(F)(F)F)c2)CC1
29: O=C(Nc1nnc(-c2ccc(Cl)cc2)o1)C1=COCCO1
30: COc1ccccc1NC(=O)CN1C(=O)CCS(=O)(=O)c2ccccc21

Screen / compound no.	21	22	23	24	25	26	27	28	29	30
AGP1-GFP MLPCN	96	96	102	112	98	109	80	94	94	x
MEP2 TOR yeast	98	90	98	96	117	99	86	93	96	95
CIT2 TOR yeast	102	93	95	96	110	107	x	96	97	96
AHR activator	-1	6	1	0	8	1	-2	0	5	3
LAP4 TOR yeast	93	86	103	112	101	95	80	91	92	99
Efflux pump inh	0.0	0.4	0.1	0.2	-0.1	0.1	0.1	0.1	-0.1	0.0
CR mimetic SO	96	92	83	93	100	101	98	95	101	110
RPL19A TOR yeast	99	95	98	98	101	104	82	92	104	95

31: CCOC(=O)Cn1c(=O)oc2cc(S(=O)(=O)N(C)Cc3ccco3)ccc21
32: Cc1cccc(NCCC(=O)c2ccc([N+](=O)[O-])cc2)c1C
33: COc1ccc(OC)c(CN(CCN2CCOCC2)S(=O)(=O)c2ccc(NC(C)=O)cc2)c1
34: COC(=O)C(C)NC(=O)c1cn(-c2ccccc2OC)c(=O)c2ccccc12 (configuration not stated)
35: CC1(C)Cc2ccccc2-c2nnc(-c3cccnc3)n21
36: COc1ccc(NC(=O)CNC(=O)Cc2cccc3ccccc23)cc1
37: CCN(CC)Cc1c(C(=O)N/N=C/c2cccc(OCc3cccc(Cl)c3)c2)nnn1-c1nonc1N
38: COc1cccc(OCc2cc(C(=O)NC3CCOCC3)no2)c1
39: COc1ccc(NC(=O)CC(C)C)c(OC)c1
40: CN(C)c1ccc(/C=C2\NC(=S)N(Cc3ccccc3)C2=O)cc1

Screen / compound no.	31	32	33	34	35	36	37	38	39	40
AGP1-GFP MLPCN	103	108	93	93	100	96	102	99	112	100
MEP2 TOR yeast	92	103	93	110	110	89	107	96	123	107
CIT2 TOR yeast	96	112	110	96	94	90	100	97	113	111
AHR activator	0	0	2	2	14	10	2	6	5	26
LAP4 TOR yeast	107	100	99	94	100	96	107	94	122	106
Efflux pump inh	0.0	0.0	0.0	0.0	-0.1	-0.1	0.2	0.1	0.2	0.1
CR mimetic SO	99	92	87	97	94	107	127	95	103	95
RPL19A TOR yeast	100	117	95	100	98	91	99	101	114	102

41: CN(C)C(=N)c1n[nH]nc1SCc1ccc(Cl)c(Cl)c1
42: CCN(CC)CCC(=O)N1c2ccccc2Sc2ccc(Cl)cc21
43: CCC(=O)N1Cc2ccccc2-c2ccccc2C1=O
44: CC1(C)CC(CCC(=O)Nc2ccc(S(N)(=O)=O)cc2)C(=O)O1 (configuration not stated)
45: Cc1ccccc1N(C)S(=O)(=O)c1ccc2[nH]cc(C(=O)NCC3CCCO3)c(=O)c2c1 (configuration not stated)
46: COC(=O)c1ccc(OCC(O)Cn2nnc3ccccc32)cc1 (configuration not stated)
47: Fc1ccc(NCc2cccnc2)cc1
48: Cc1cc(C)nc(SCC(=O)c2ccc(C)c(C)c2)n1
49: O=C(O)Cc1sc(NC2CCCCC2)nc1-c1ccc(Cl)cc1
50: O=C(CCCOc1ccccc1)Nc1ccc(S(=O)(=O)Nc2ccccn2)cc1

Screen / compound no.	41	42	43	44	45	46	47	48	49	50
AGP1-GFP MLPCN	100	92	95	103	106	101	101	100	98	103
MEP2 TOR yeast	93	99	99	109	107	110	100	108	105	99
CIT2 TOR yeast	90	88	100	93	103	108	89	100	96	88
AHR activator	0	-2	-2	-1	3	0	1	6	10	0
LAP4 TOR yeast	99	105	104	109	111	102	x	99	100	102
Efflux pump inh	0.3	-0.1	0.1	0.1	0.3	0.1	-0.1	-0.1	1.1	0.0
CR mimetic SO	112	102	95	108	102	90	94	96	111	102
RPL19A TOR yeast	97	104	97	97	94	101	102	100	100	98

51: COC(=O)C1CN(C(=O)C(C)Oc2ccccc2Cl)c2ccccc2O1 (configuration not stated)
52: O=C(COc1ccc(Cl)cc1Cl)N1CCCC1
53: Cc1ccc(N2C(=O)CSC23C(=O)Nc2ccccc23)cc1 (configuration not stated)
54: CCCC(=O)NCc1cc(-c2nn(C)c(=O)c3ccccc23)ccc1C
55: CC(/C=C/c1ccccc1)=N/O
56: CCOc1ccc(/C=C2\SC(N3CCc4ccccc4C3)=NC2=O)cc1
57: COC(=O)c1cn(C(=O)c2ccc(C)cc2C)c2ccccc12
58: C=CCNC(=S)Nc1cc(C)ccn1
59: C#CCSc1nnc(-c2cccc3ccccc23)o1
60: COc1ccc(NS(=O)(=O)c2ccc(C(=O)N(C)Cc3ccc(C)o3)cc2)cc1

Screen / compound no.	51	52	53	54	55	56	57	58	59	60
AGP1-GFP MLPCN	94	102	87	106	91	95	92	115	97	108
MEP2 TOR yeast	99	100	88	108	82	104	95	100	100	99
CIT2 TOR yeast	108	99	89	98	77	91	x	104	107	94
AHR activator	10	0	1	7	3	-1	1	3	27	1
LAP4 TOR yeast	90	105	88	105	101	100	100	102	101	110
Efflux pump inh	0.4	0.0	0.1	0.0	0.1	0.1	-0.1	0.0	0.0	0.1
CR mimetic SO	64*	98	108	98	115	119	102	104	95	112
RPL19A TOR yeast	101	100	87	101	93	101	90	105	101	101

61: Cc1cccc2sc(N(CCN(C)C)C(=O)c3cc(Cl)sc3Cl)nc12
62: Cn1nnnc1SCC(=O)Nc1ccccc1[N+](=O)[O-]
63: COc1ccccc1CNc1cc(C)ccc1C
64: CC1OC(OCC2OC(Oc3c(-c4ccc(O)cc4)oc4cc(O)cc(O)c4c3=O)C(O)C(O)C2O)C(O)C(O)C1O (configuration not stated)
65: NC(=O)C1(N2CCCCC2)CCN(C(=O)c2ccccc2)CC1
66: O=C(CSc1ncn(-c2ccccc2)n1)Nc1ccc(Br)cn1
67: Cc1ccc(NS(=O)(=O)c2ccc(NC(=O)C3CCCO3)cc2)cc1 (configuration not stated)
68: Cc1cccc(CSC(Nc2ccc(F)cc2)=C(C#N)C#N)c1
69: C/C(=N\NC(=O)c1ccccc1F)c1ccc(C#N)cc1

Screen / compound no.	61	62	63	64	65	66	67	68	69
AGP1-GFP MLPCN	97	79	111	99	122	104	69	105	92
MEP2 TOR yeast	93	91	114	109	142	102	113	110	94
CIT2 TOR yeast	89	81	109	98	141	89	95	95	86
AHR activator	7	0	6	0	2	7	0	-1	-8
LAP4 TOR yeast	99	84	113	99	129	126	101	120	95
Efflux pump inh	-0.1	-0.2	0.0	-0.2	-0.3	0.0	0.2	-0.2	-0.1
CR mimetic SO	103	96	108	84	91	86	99	100	93
RPL19A TOR yeast	92	86	110	95	94	104	95	91	97

# Only CR mimetic SO and AGP1-GFP MLPCN, for 6 of the compounds above:
item	Molecule	CR mimetic SO	AGP1-GFP MLPCN
6	O=C(COC(=O)c1cccs1)NCCC1=CCCCC1	109	102
7	CC(C)N1C(=O)c2ccccc2C1C(=O)NCCc1ccccc1 (configuration not stated)	90	100
8	COc1cc(/C=N/OCC(=O)NC2CCCCC2)ccc1OCc1ccccc1	110	99
9	CC(C)CCNC(=O)c1onc(CSc2ccc(F)c(F)c2)c1C(=O)NCCC(C)C	101	97
10	CCOc1ccccc1NC(=O)NCCN1CCCCC1	94	100
11	O=C(CN1CCN(c2ccc(O)cc2)CC1)Nc1ccc(SC(F)F)cc1	95	104
